High-throughput results from PubChem.
Pf gamet viab = kills late stage P. falciparum gametocytes | P. falciparum stage V gametocytes, ATP luminescence, 24 h | inhibition, % at 10.9 µM | 150,000 tested, 0.065% active | AID 743093;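 active = inhibition above the mean plus 3 SD of compounds within the control limits, set per campaign, cut at about 38% in these data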;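 note: 0% = DMSO wells and 100% = medium only without gametocytes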
Avidin fluor = avidin bead compound fluorescence profile. Avidin beads, compound fluorescence 488/530 nm, flow cytometry; stronger effect = higher value. fluorescence (KMESF) at 10 µM. 220,000 tested, 0.38% active. AID 1775; in the data active = fluorescence above about 47; note: inactives centre near 10
Rac1 wt GTP bind = human Rac1 wildtype GTP binding, inhibitors and activators; GTP binding activity (% of control), % at 10 µM; GST-Rac1 beads, fluorescent GTP binding, flow cytometry; actives lie on both sides; 0 = cold GTP competed, 100 = untreated; 190,000 tested, 0.27% active; AID 757;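 active = GTP binding activity at least 20 points away from the 100% control level, either lower or higher; inconclusive = compound flagged as likely green fluorescent, judged across all proteins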
HRas wt GTP = human HRas wildtype GTP binding, change in either direction; 190,000 tested, 0.14% active; GST-Ras wt beads, Bodipy-FL-GTP binding, flow cytometry; actives lie on both sides; P01112; GTP binding activity, % at 10 µM;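 active = GTP binding activity at least 20% away from the 100% baseline, either lowered as inhibitor or raised as activator; inconclusive = flagged as likely green fluorescent, judged across all proteins in the well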;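 note: 0% = unlabeled GTP competition control and 100% = no-compound control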
Target sequence (P01112 whole entry, looked up): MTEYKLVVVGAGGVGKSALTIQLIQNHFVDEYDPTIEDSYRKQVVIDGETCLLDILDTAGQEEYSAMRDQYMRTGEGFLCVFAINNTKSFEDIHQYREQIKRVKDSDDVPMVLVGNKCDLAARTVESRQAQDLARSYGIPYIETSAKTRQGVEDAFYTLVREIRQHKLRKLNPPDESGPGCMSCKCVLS
Rab2 wt GTP = changes GTP binding to wildtype dog Rab2A, up or down; GST-Rab2 wt beads, Bodipy-GTP binding, flow cytometry; 190,000 tested, 0.19% active; P61105; GTP binding activity, % at 10 µM;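 active = GTP binding activity at least 20 points away from 100%, either lowered or raised; inconclusive = signal likely due to the compound's own green fluorescence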;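 note: 0% = beads with excess unlabeled GTP and 100% = no-compound control corrected for plate trend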
ABCG2 block = human ABCG2 inhibition, ABCB1 as counter-screen | Q9UNQ0 | IgMXP3 cells, JC-1 efflux, flow cytometry | inhibition, % at 6.6 µM | 190,000 tested, 0.1% active | AID 1325;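 active = inhibition above 80%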;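 note: 0% = DMSO and 100% = nicardipine control wells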
Target sequence (Q9UNQ0 whole entry, looked up): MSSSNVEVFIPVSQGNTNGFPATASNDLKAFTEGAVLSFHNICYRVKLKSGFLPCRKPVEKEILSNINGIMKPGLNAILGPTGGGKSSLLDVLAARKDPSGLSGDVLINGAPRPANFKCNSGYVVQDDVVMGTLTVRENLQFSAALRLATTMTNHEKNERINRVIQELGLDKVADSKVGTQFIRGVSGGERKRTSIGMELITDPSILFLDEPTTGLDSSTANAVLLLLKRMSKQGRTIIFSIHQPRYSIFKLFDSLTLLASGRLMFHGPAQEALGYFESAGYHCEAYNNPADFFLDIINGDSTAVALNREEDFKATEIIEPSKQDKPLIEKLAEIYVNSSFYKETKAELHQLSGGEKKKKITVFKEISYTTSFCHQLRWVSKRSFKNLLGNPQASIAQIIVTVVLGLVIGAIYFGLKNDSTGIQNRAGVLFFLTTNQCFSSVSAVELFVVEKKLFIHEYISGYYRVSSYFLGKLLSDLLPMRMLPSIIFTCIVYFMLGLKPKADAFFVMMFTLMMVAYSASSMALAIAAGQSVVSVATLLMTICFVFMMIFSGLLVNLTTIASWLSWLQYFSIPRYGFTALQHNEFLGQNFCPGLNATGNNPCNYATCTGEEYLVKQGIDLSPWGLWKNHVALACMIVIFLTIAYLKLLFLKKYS
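Measure – % inhibition of efflux relative to nicardipine and DMSO · Test system – ABCG2 IgMXP3 and barcoded ABCB1 CCRF-Adr cell mix · Control set – nicardipine as high control, DMSO as low control · Compound – one concentration, 6.6 µM final · Signal – flow cytometry of retained JC-1 fluorescence · Timing – 10 min exposure at 25 °C with rotation, no wash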
Cdc42 wt GTP = modulators (inhibitors or activators) of GTP binding to human Cdc42 wildtype | P60953 | GST-Cdc42 beads, Bodipy-GTP binding, flow cytometry; actives lie on both sides | percent activity (GTP binding), % at 10 µM | 190,000 tested, 0.2% active | AID 761;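 active = percent activity GTP binding at least 20 points away from the 100% baseline, either down as inhibitor or up as activator; inconclusive = compound flagged as likely green fluorescent from well-wide comparison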;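 note: median bead fluorescence of bound Bodipy-FL-GTP at 100 nM; 0% = excess unlabeled GTP control and 100% = no compound control; below 100% means less GTP binding so inhibitor and above means activator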
Target sequence (P60953 whole entry, looked up): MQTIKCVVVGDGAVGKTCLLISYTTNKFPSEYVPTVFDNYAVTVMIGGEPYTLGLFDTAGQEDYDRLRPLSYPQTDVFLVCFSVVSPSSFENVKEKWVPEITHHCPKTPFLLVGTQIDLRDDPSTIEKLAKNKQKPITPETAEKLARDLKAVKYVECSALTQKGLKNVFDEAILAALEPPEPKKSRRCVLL
Rac1 act GTP bind = human Rac1 activated mutant GTP binding change | percent activity (GTP binding), % at 10 µM | GST-Rac1 activated beads, fluorescent GTP binding, flow cytometry; actives lie on both sides; 100% means binding = to untreated wells | 190,000 tested, 0.11% active;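 active = GTP binding at least 20 percentage points away from the 100% baseline, in either direction, so actives lie on both sides; inconclusive = Compound likely fluorescent itself, or too few beads counted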
Rab7 wt GTP bind = alters GTP binding to wildtype dog Rab7 | 190,000 tested, 0.055% active | GTP binding activity (percent of control), % at 10 µM | GST-Rab7 beads, fluorescent GTP binding, flow cytometry; actives lie on both sides; untreated = 100%, excess cold GTP = 0%;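 active = fluorescent GTP binding to Rab7 beads changed by at least 20 points from the 100% baseline, either direction, mostly lower; inconclusive = compound itself probably fluorescent, or too few beads counted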;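 note: median green fluorescence of bound Bodipy-FL-GTP per Rab7 bead population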
GSH bead fluor = GSH bead compound fluorescence profile; GSH beads flow cytometry, compound fluorescence 488/530 nm; stronger effect = higher value; fluorescence (KMESF) at 10 µM; 190,000 tested, 0.25% active; in the data active = fluorescence above about 89;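 note: glutathione beads carrying GST-tagged Bcl family fusion proteins plus one bare bead set; values are compound well signal with DMSO vehicle wells as background; inactives centre near 16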
ABCB1 inh = human ABCB1 inhibition, ABCG2 as counter-screen | P08183 | CCRF-Adr cells, JC-1 efflux, flow cytometry | inhibition, % at 6.6 µM | 190,000 tested, 0.067% active | AID 1326; in the data active = inhibition above about 40%;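 note: 0% = vehicle and 100% = reference inhibitor; higher value means more JC-1 retained so stronger ABCB1 efflux block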
* marks the source's active call; other numbers are inactive results; ? = inconclusive; nt = no result given.

SMILES	Pf gamet viab	Avidin fluor	Rac1 wt GTP bind	HRas wt GTP	Rab2 wt GTP	ABCG2 block	Cdc42 wt GTP	Rac1 act GTP bind	Rab7 wt GTP bind	GSH bead fluor	ABCB1 inh
CC(=O)c1cc(C#N)c(SCC(=O)C(C)(C)C)nc1C	-1	21	96	100	99	4	97	95	98	12	0.4
CCN(CC)c1ccc(C(=O)OCC(=O)N(C(C)C)C(C)C)cc1	26	9	103	100	104	3	100	101	98	11	1.3
Cc1ccc(C(=O)Nc2nncs2)cc1S(=O)(=O)N1CCOCC1	8	15	101	98	100	17	98	95	99	32	0.9
O=C(CN1CCN(c2ccccc2Cl)CC1)NC1CCCc2ccccc21 (stereo not given)	nt	18	101	102	101	2	100	99	97	17	3.1
Cc1ccc2c(CSc3nnc(C4CC4)n3N)cc(=O)oc2c1C	13	43	96	98	96	1	96	98	98	13	0.0
O=C(O)CCN1C(=O)CC(N2C(=O)/C(=C/c3ccc(Cl)cc3)SC2=S)C1=O (stereo not given)	-6	3	96	97	97	-2	94	97	96	6	0.0
Nc1nc(-c2ccccn2)nc(N)c1Cc1c(F)cccc1Cl	5	10	102	93	99	0	98	94	96	19	-0.3
CCC(=O)N1N=C(c2c(-c3ccccc3)c3cc(Cl)ccc3[nH]c2=O)CC1c1ccco1 (stereo not given)	-21	18	101	96	94	1	95	97	94	13	0.5
Cc1cc(NCCN2CCOCC2)n2nc(C)c(-c3ccc(Cl)cc3)c2n1	4	39	96	98	96	3	97	96	100	13	0.5
CC(NC(=O)C12CC3CC(CC(C3)C1)C2)c1ccc2c(c1)OCCO2 (stereo not given)	-7	11	99	99	99	-3	100	99	98	11	-5.0
Cc1ccc(NC(=O)CSc2nnc(CNC(=O)c3cccs3)o2)cc1	-4	nt	98	96	100	0	92	94	93	13	-0.1
O=C(c1cccc(N2C(=O)C3C4C=CC(C4)C3C2=O)c1)N1CCN(c2ccccc2)CC1 (stereo not given)	-28	11	97	99	99	0	97	96	97	15	0.3
CCOC(=O)c1ccccc1NC(=O)CN(c1ccccc1C)S(C)(=O)=O	9	11	108	105	104	3	107	102	105	15	0.8
CN1CCN(C2=CC(=O)OC23CCCCC3)CC1	-14	4	113	103	102	7	105	102	99	14	1.6
CCOC(=O)C1CCCCN1Cc1cccc(OC)c1OC (stereo not given)	nt	14	104	103	101	0	104	98	100	49	-0.1
Cc1ccccc1Nc1nc(N)nc(CN2CCN(C(=O)c3ccccc3)CC2)n1	7	10	103	103	100	0	100	96	104	14	-0.1
O=C(NNS(=O)(=O)c1ccccc1[N+](=O)[O-])c1ccc(O)cc1	0	6	101	101	100	-1	98	98	102	35	-0.2
Cc1ccc(NC(=O)C2CCCN(C(=O)c3ccc(Cl)cc3)C2)cc1S(=O)(=O)N1CCOCC1 (stereo not given)	5	16	100	97	94	11	95	97	99	13	1.5
C/C(CC(=O)Nc1cccc(Cl)c1Cl)=N\NC(=O)c1ccccc1N	-37	9	?	?	?	-1	?	?	?	9	-0.4
O=C(c1cn(-c2ccccc2)nc1-c1ccc(Cl)s1)N1CCOCC1	nt	11	100	105	103	6	104	99	101	16	1.2
COc1ccccc1S(=O)(=O)Nc1ccc(-c2nnc3n2CCCCC3)cc1	nt	6	94	93	95	1	96	95	91	11	0.3
COc1ccc(-n2c(=O)cc(N3CCN(Cc4ccccc4)CC3)[nH]c2=O)cc1	nt	23	106	101	100	5	100	100	103	15	0.7
COC(=O)c1nnn(CC(=O)NC(=O)Nc2ccccc2F)c1C(=O)OC	2	11	98	97	99	0	101	98	96	70	0.1
O=C(CSCc1ccccc1Br)N/N=C/c1ccccc1C(=O)O	11	4	96	97	97	0	91	93	106	10	-0.1
Cc1nn(-c2ccccc2)c(C)c1C(=O)OCC(=O)N(C)C1CCS(=O)(=O)C1 (stereo not given)	3	18	?	?	?	0	?	?	?	11	0.1
N#Cc1ccc(CSC2=NCCN2)cc1	-5	9	97	99	100	2	99	96	104	26	0.8
COc1ccc(N2C(=O)CCC(C(=O)N3CCCCC3)C2c2ccc(OC)c(OC)c2)cc1 (stereo not given)	-10	11	104	100	100	1	101	100	99	17	0.3
CC(=O)Nc1ccc(CN2CCCC(CO)(Cc3ccccc3C)C2)cc1 (stereo not given)	-3	3	92	93	95	-1	91	90	100	10	0.7
COc1ccc(Cl)cc1NC(=O)CC(C)c1ccccc1 (stereo not given)	-8	15	103	99	98	54	98	96	103	34	1.1
Cn1ccnc1C1CCCCN1Cc1nc(Cc2cccc(C(F)(F)F)c2)no1 (stereo not given)	14	3	101	102	100	2	99	96	106	12	1.0

Limited to Rab7 wt GTP bind and GSH bead fluor, for 3 of the compounds above:
mol,Rab7 wt GTP bind,GSH bead fluor
N#Cc1ccc(CSC2=NCCN2)cc1,104,26
Cc1nn(-c2ccccc2)c(C)c1C(=O)OCC(=O)N(C)C1CCS(=O)(=O)C1 (stereo not given),?,11
COc1ccc(-n2c(=O)cc(N3CCN(Cc4ccccc4)CC3)[nH]c2=O)cc1,103,15

Next part:
SMILES	Pf gamet viab	Avidin fluor	Rac1 wt GTP bind	HRas wt GTP	Rab2 wt GTP	ABCG2 block	Cdc42 wt GTP	Rac1 act GTP bind	Rab7 wt GTP bind	GSH bead fluor	ABCB1 inh
Cc1ccc(C)c(NC(=S)NCc2ccc3c(c2)OCO3)c1	-9	22	106	99	102	-1	102	98	99	23	0.0
Cc1cc(NC(=O)COc2ccccc2C)no1	nt	12	103	100	99	5	99	99	103	10	0.9
Cc1nnc(NC(=O)c2ccc(S(=O)(=O)N3CCCCCC3)cc2)o1	-3	13	94	99	98	4	96	90	100	37	0.6
COc1ccc(Oc2nc(SC)nc3ccsc23)cc1	nt	8	100	100	100	2	98	99	101	34	-1.7
O=C(COc1ccc(C(=O)c2ccccc2)cc1)NC1CCCCCC1	nt	15	102	98	97	15	94	97	96	7	1.4
Cc1c(/C=N/N2C(=O)C3C4C=CC(C4)C3C2=O)c2ccccc2n1C (stereo not given)	-6	9	99	98	99	9	101	97	96	20	0.5
CCOC(=O)C1=C(C)N=C2SC(C(=O)OC)=CC(=O)N2C1c1ccc(OC)cc1 (stereo not given)	-8	11	97	97	94	-6	95	94	94	20	-0.7
c1ccc(Sc2cccc3ccccc23)c(CNC2=NCCN2)c1	nt	15	103	101	101	26	98	102	98	11	2.2
CSc1ncc(CN2CCN(C3CCCC3)C(CCO)C2)cn1 (stereo not given)	20	2	98	97	101	-1	98	96	103	10	0.2
CCOC(=O)/C(=C/c1ccc(OC(=O)c2ccccc2)cc1)C(C)=O	-6	19	100	94	91	17	94	96	95	10	0.6
Cc1ccc(CSc2nnc(Nc3ccc(C)cc3)s2)cc1	-56	12	100	98	98	4	97	96	100	36	-1.0
CC(C)CN1C(=O)c2ccc(C(=O)Nc3c[nH]c(=O)[nH]c3=O)cc2C1=O	-14	15	101	102	98	8	104	101	103	18	1.9
COC(=O)c1ccc(/C=N/NS(=O)(=O)c2cc(C)ccc2C)cc1	nt	11	94	94	94	1	94	92	95	31	-4.1
O=C(Nc1ccc2c(c1)OCCO2)C1CCCN(S(=O)(=O)c2cccs2)C1 (stereo not given)	nt	12	96	99	96	0	97	92	96	32	0.0
CCOc1nc(OCC)nc(-n2cc(-c3ccccc3)nn2)n1	-12	5	103	102	101	nt	103	99	104	17	nt
CCN1CCN(C(=O)Cn2ncc3c2-c2ccccc2OC3)CC1	nt	8	105	104	101	2	102	100	102	22	0.5
COc1c(F)c(F)c(C(=O)Nc2ccc(N3CCN(C(C)=O)CC3)c(Cl)c2)c(F)c1F	5	34	103	98	97	2	100	99	101	20	0.5
Cc1cc(C(C)(C)C)oc1C(=O)NCCCNC(=O)c1oc(C(C)(C)C)cc1C	nt	23	?	?	?	1	?	?	?	25	0.2
Cc1csc(Nc2cccc3ccccc23)n1	-8	11	95	95	95	0	96	95	93	12	-0.1
O=C1C2C(c3ccccc3)C=CC(c3ccccc3)C2C(=O)N1CCCO (stereo not given)	10	34	103	103	101	9	101	102	101	17	2.2
O=C(COC(=O)c1ccc(S(=O)(=O)N2CCCCC2)cc1)NCc1ccco1	-4	9	102	97	98	-1	96	96	94	13	-0.5
CN(C)CCC(=O)c1ccc(Cl)cc1	nt	7	99	99	97	1	96	95	98	13	0.1
CSc1nc(N2CCOCC2)c2sccc2n1	-9	7	?	?	?	0	?	?	?	20	-0.5
CC(C)N(CCn1c(=S)[nH]c2ccccc2c1=O)C(C)C	-35	24	100	101	102	3	98	94	100	10	0.3
Cc1ccc2c(c1)/C(=N/N1C(=O)c3ccccc3C1=O)C(=O)N2	2	14	106	99	98	16	102	100	103	11	1.4
CCOC(=O)c1c(CC(C)C)csc1/N=C/C1C(=O)CCCC1=O	nt	8	94	98	98	9	96	93	103	15	3.0
Cc1ccc(-c2nc3cccnc3s2)cc1NS(=O)(=O)c1ccc2c(c1)CCCC2	nt	2	98	98	97	2	94	95	96	16	0.9
C/C(=N\OCc1ccc(C#N)cc1)c1ccccc1	3	25	98	101	100	3	98	99	106	24	1.2
CC(Sc1nnc2c(n1)C1(C)CCC2C1(C)C)C(=O)Nc1ccccc1 (stereo not given)	-11	7	102	98	96	1	97	95	98	57	0.3
Cn1c(C(=O)N2CCCC(C(=O)NCCN3CCOCC3)C2)cc2sccc21 (stereo not given)	-24	7	99	102	100	1	99	97	102	46	0.2
COc1cc(-c2nc(C(F)(F)F)c(OC)o2)cc(OC)c1OC	nt	12	107	100	101	12	103	99	101	12	0.7
Cc1cc([N+](=O)[O-])nn1CCCC(=O)Nc1sc2c(c1C(N)=O)CCC(C)C2 (stereo not given)	-6	14	106	100	98	2	99	100	103	4	0.5
CCOC(=O)C(Cc1ccccc1)NC(=O)CNC(=O)CNC(=O)OCc1ccccc1 (stereo not given)	nt	15	100	101	101	3	100	102	98	14	0.3
Cc1ccc(-c2cc(C(=O)N/N=C/c3ccco3)[nH]n2)cc1	nt	10	98	99	99	0	99	99	97	51	-0.3
Cc1nnc(NC2CCCCC2)[nH]c1=O	nt	13	93	99	98	-3	100	95	94	29	-2.7
COc1ccccc1N1CCN(C(=O)CSc2nnc3c4ccccc4nc(Cc4ccccc4)n23)CC1	nt	5	101	96	96	26	99	98	97	9	28
